ERG Ets-DNA blk – qHTS for Small Molecule Inhibitors of the ERG Ets/DNA interaction; Transcriptional regulator ERG (Homo sapiens), P11308; fluorescence polarization, His-ERG Ets domain / labelled DNA; Potency, µM (titrated, usually from 76.9 µM), without a hit: at the top dose FP activity, negative = inhibition, hits mostly inhibitors; hit rate 0.028% among 370,000; active = well fitted inhibition curve with a large enough effect in the polarisation, with a control signal flat; inconclusive = small, poorly fitted or top-dose-only effect, or effect the other way, or a change in a side signal; inactive = no such curve, though single readings can be large or run the other way; the % refers to the polarisation;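 note: polarization taken with two DNA probes labelled with fluorescein and Texas red; potency is the fitted concentration of half-maximal effect; % of control where 0% means no effect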
Target sequence (P11308 whole entry, looked up, the tested form may be a part): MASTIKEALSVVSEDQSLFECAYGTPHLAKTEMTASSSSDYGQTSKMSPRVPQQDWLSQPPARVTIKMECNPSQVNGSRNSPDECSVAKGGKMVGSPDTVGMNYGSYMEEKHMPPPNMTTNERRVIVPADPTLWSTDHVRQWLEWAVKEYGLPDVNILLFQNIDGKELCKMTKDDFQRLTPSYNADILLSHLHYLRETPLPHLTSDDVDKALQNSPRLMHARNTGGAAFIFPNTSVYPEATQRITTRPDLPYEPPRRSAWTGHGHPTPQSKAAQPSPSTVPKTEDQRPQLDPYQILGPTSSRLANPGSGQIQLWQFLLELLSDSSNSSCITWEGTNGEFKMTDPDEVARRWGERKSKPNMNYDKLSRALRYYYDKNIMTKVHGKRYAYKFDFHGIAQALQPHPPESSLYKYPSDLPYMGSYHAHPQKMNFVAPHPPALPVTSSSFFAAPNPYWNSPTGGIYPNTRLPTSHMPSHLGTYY
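His-tagged ERG Ets domain (1 uM in the protein solution; 300mM KCl, 50mM Tris-HCl, 1mM EDTA, 1mM DTT, pH 7.5) received compound, then a probe mix of 5 nM fluorescein-DNA and 100nM Texas-615-DNA. Fluorescence polarization was read for both dyes.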
12-LOX inh – Primary qHTS assay for inhibitors of human arachidonate 12S-lipoxygenase (ALOX12): Round 2; Polyunsaturated fatty acid lipoxygenase ALOX12 (Homo sapiens), P18054; hit rate 1.1% among 580,000; AID 1671190, 2021; Potency, µM (titrated, usually from 108 µM), for the others: at the top dose activity change, negative = inhibition, hits mostly inhibitors; purified 12hLO, xylenol orange hydroperoxide absorbance; note: potency is the fitted concentration of half-maximal effect; % is set by controls: 0 for no effect and ±100 for the full control effect
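Hydroperoxide product was detected by ferrous iron/xylenol orange as the 573 to 405 nm absorbance ratio. Arachidonic acid at 40 uM (final) was turned over for 30 min at room temperature by 150 nM human 12hLO, pH 7.0 Hepes buffer, after 15 min compound preincubation.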
Vif-A3F inh – qHTS for Inhibitors of Vif-A3F Interactions: qHTS; HeLa A3F-eYFP + Vif (tagged APOBEC3F with the HIV-1 protein that degrades it), YFP fluorescence increase; hit rate 0.2% among 390,000; Potency, µM (top dose mostly 46.1 µM), for inactives: at the top dose activity, negative = active; note: potency is the fitted concentration of half-maximal effect; % of control where 0% means no effect; nearly all actives have a fitted effect of over 65% in size
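HeLa cells stably expressing A3F-eYFP plus Vif, plated and incubated overnight at 37 deg C, then exposed to compounds overnight at 37 deg C. Blocked degradation read as raised yellow fluorescence (Ex 488/Em 500-530).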
Vif-A3G inh – qHTS for Inhibitors of Vif-A3G Interactions: qHTS | hit rate 0.076% among 410,000 | Potency, µM (series often up to 46.1 µM), inactives show at the top dose activity, negative = active, usual class: inhibitors | HeLa A3G-eYFP + Vif (tagged APOBEC3G with the HIV-1 protein that degrades it), YFP fluorescence, overnight;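 note: potency is the fitted concentration of half-maximal effect; % is set by controls: 0 for no effect and ±100 for the full control effect; nearly all actives have a fitted effect of over 60% in size; hits raise eYFP signal because A3G escapes Vif-driven loss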
Target sequence (Q9HC16 whole entry, looked up): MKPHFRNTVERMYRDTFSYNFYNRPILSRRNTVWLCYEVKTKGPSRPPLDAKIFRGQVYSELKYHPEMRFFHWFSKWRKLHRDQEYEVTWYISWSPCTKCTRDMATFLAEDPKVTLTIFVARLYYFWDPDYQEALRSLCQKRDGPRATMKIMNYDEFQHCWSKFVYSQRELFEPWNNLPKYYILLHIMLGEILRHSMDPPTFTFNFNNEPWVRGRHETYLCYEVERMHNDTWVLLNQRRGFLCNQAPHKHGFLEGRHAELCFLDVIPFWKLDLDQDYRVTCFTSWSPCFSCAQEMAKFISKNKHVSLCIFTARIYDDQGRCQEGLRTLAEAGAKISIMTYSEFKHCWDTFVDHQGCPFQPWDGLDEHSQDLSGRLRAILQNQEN
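HeLa cells stably expressing Vif and C-terminally eYFP-tagged A3G, seeded overnight at 37 deg C, then exposed to compound by pintool overnight at 37 deg C. Rise in yellow fluorescence (Ex 488/Em 500-530, Acumen) marks blocked Vif-driven A3G degradation.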
RGS4 inhibitor – Inhibitors of Regulator of G Protein Signaling (RGS) 4: qHTS. Transcreener GDP fluorescence polarization, RGS4-accelerated GTP hydrolysis. hit rate 0.039% among 390,000. Regulator of G-protein signaling 4 (Homo sapiens), P49798. Potency, µM (doses to about 114 µM), for the others: at the top dose activity change, negative = inhibition, actives largely listed as inhibitors; note: potency is the fitted concentration of half-maximal effect; % is set by controls: 0 for no effect and ±100 for the full control effect; nearly all actives have a fitted effect of over 75% in size; some results filed as inactive show a strong effect at the top dose
Target sequence (P49798 whole entry, looked up): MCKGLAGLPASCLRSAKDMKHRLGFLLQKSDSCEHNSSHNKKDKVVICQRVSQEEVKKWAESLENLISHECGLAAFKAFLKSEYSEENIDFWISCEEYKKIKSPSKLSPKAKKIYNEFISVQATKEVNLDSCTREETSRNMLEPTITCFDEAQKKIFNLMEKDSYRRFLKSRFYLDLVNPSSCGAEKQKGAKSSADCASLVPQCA
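MLSMR compounds (23 nl, pin-transferred) preincubated 10 min at room temperature with a 500nM (2x) first reagent, then RGS4 at 900nM (2x) plus Transcreener GDP mix added; fluorescence polarization (620/688 nm) read before and after 90 min at 30 °C.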
D2 ag – HTS Assay for Allosteric Agonists of the Human D2 Dopamine Receptor: Primary Screen for Agonists. AID 485358, 2010. hit rate 0.53% among 340,000. HEK293 T-REx D2 cells, calcium flux agonist mode. D(2) dopamine receptor (Homo sapiens), P14416. activation, % at 2 µM;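 active = activation over 3 SD above normal in the single-dose calcium agonist read, cut at about 30% in these data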; note: 0% is about no effect
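Tetracycline-induced HEK293 T-REx cells with force-coupled D2 receptor, plated overnight at 30 C, loaded with no-wash calcium dye. After a 10 s baseline, compound was pin-added and calcium flux read kinetically for 180 s; calcium rises flagged agonists.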
LDHA block – qHTS assay for inhibitors of human lactate dehydrogenase | purified LDHA, NADH/diaphorase-resazurin fluorescence; active compounds read low | L-lactate dehydrogenase A chain (Homo sapiens), P00338 | hit rate 0.15% among 480,000 | activity change, % (values are at about 110 or 230 µM); in the data active = activity change below about -30%; inconclusive = mostly about -25% to -30%;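 note: plate controls were DMSO wells for no effect and wells without enzyme for full effect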
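Resorufin fluorescence (ex540/em590), read at 0 and 20 min after diaphorase/resazurin addition, reports the NADH left after a 5 min room-temperature reaction of 2 nM human LDH5 with 0.06 mM NADH and 0.2 mM pyruvate.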
D2 antagonist – HTS Assay for Allosteric Antagonists of the Human D2 Dopamine Receptor: Primary Screen for Antagonists; D(2) dopamine receptor (Homo sapiens), P14416; HEK293 TREx D2 cells, calcium flux, dopamine EC80; inhibition, % at 10 µM; hit rate 2% among 340,000; AID 485344, 2010; in the data active = inhibition above about 30%; note: 0% is about no effect
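Tetracycline-induced HEK293 TREx cells expressing D2 receptor forced-coupled to calcium signalling, loaded with no-wash calcium dye. Compounds added and calcium flux read 180 s, then dopamine added at EC80 and read a further 180 s.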
GRP78 ERSR act – qHTS for Inducers of the Endoplasmic Reticulum Stress Response (ERSR) in Human Glioma: qHTS; U87-MG GRP78 promoter luciferase reporter, 16 h; Potency, µM, inactives show at the highest dose activation, usual class: activators; hit rate 0.02% among 420,000; note: potency is the fitted concentration of half-maximal effect; series mostly up to about 76 µM; % of control where 0% means no effect; nearly all actives have a fitted effect of over 35% in size
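Stably transfected U87-MG glioma cells carrying a GRP78-based luciferase sensor; 16 h compound incubation. Luminescence end-point read 10 min after Bright-Glo addition at room temperature.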
Starred values were filed as active, the others as inactive; ? = inconclusive; / = no result given; & = joins results of further samples; [ ] = dose if it differs, or a comment. Unless noted, calls come from the whole dose curve; as a rule, active = well fitted curve in the direction sought with a large enough effect; inconclusive = small, poorly fitted or top-dose-only effect, or another doubt; inactive = no such curve, though single readings can be large; an effect the other way counts as inactive or inconclusive.

mol	ERG Ets-DNA blk	12-LOX inh	Vif-A3F inh	Vif-A3G inh	RGS4 inhibitor	D2 ag	LDHA block	D2 antagonist	GRP78 ERSR act
COc1ccc2[nH]c3c(c2c1)CCN1C(=O)C(CC(=O)NCC24CC5CC(CC(C5)C2)C4)C[C@H](C(=O)N2CCCCC2)[C@@]31C (some centres undefined)	-2%	-9%	-9%	-7%	5%	/	0	/	-2%
Cc1ccccc1C(=O)NC(=S)Nc1ccc2[nH]c(=O)[nH]c2c1	-5%	?	-3%	-6%	-29%	-0.3	-7	3	-4%
COc1ccc2c(CC(=O)Nc3ccc(C)cc3)coc2c1	0%	?	5%	-1%	11%	-0.7	-6	/	1%
O=C(C1CCN(S(=O)(=O)c2cccs2)CC1)N1CCN(c2ccccc2F)CC1	-11%	1%	-3%	-6%	10%	-0.7	1	/	0%
CCN1C(=O)/C(=C2/C=Cc3ccccc3N2CC)SC1=S	15%	?	4%	3%	-2%	-0.7	1	-5	1%
CC(C)CC1C(=O)N(Cc2cn(Cc3ccco3)nn2)CCS(=O)(=O)N1Cc1ccc(-c2ccccc2)cc1 (centres undefined)	/	?	7%	4%	/	/	4	/	-7%
Cc1ccc(NC(=O)COc2cccc(Oc3ccccc3)c2)cc1S(=O)(=O)N1CCOCC1	-5%	9%	2%	-3%	-3%	1.6	-1	3	-1%
CCCC(=O)NNC(=O)CC(=O)Nc1ccccc1C(=O)O	11%	0%	7%	2%	22%	0.6	-3	-15	-4%
CSc1nnc(Cn2c(=O)sc3ccccc32)n1-c1ccccc1C	-1%	270%[activator]	0%	0%	?	/	-2	/	-3%
CC1(C)CC(=O)C=C(C(=O)N2CCCC(CCC(=O)NCc3ccccc3F)C2)O1 (centres undefined)	-6%	-2%	?	-2%	-30%	0.5	-6	5	4%
COc1ccc(CC(=O)NNC(=O)[C@@H]2CCCC[C@@H]2C(=O)O)cc1	-12%	?	1%	-3%	11%	0.4	-2	-4	1%
C=CCOC(=O)C1=C(C)N(C)C(=O)NC1c1cc2c(cc1Br)OCO2 (centres undefined)	-3%	5%	1%	-4%	14%	-2.0	-6	24	-2%
COC(=O)COc1nc(C)c(Br)c(OC)n1	-23%	0%	/	2%	-10%	-2.2	-2	16	-8%
CN(C)CCCOC(=O)c1sc2ccccc2c1Cl	2%	-6%	?	0%	3%	0.5	-9	-1	2%
CCC(=O)N1c2ccccc2CC1C(=O)NCCN1CCN(c2cccc(Cl)c2)CC1 (centres undefined)	-2%	-13%	-8%	-4%	0%	0.3	-5	/	-3%
CCOC(=O)c1ccc(NS(=O)(=O)c2cn(C)c(C)n2)cc1	4%	-14%	5%	-1%	-4%	0.8	-6	/	-3%
COc1ccc(CC2(c3ccccc3)NC(=O)NC2=O)cc1 (centres undefined)	-4%	2%	-22%	-10%	2%	/	-10	/	-3%
OC(Cc1nc2ccccc2[nH]1)c1ccccc1Cl (centres undefined)	/	1%[57.4 µM]	-9%	1%	-8%	0.1	-6	-7	-1%
CC(=O)Nc1ccc(NC(=O)CN(C)S(=O)(=O)c2ccc3nc(C)sc3c2)cc1	-5%	-3%	1%	6%	-10%	0.1	0	-6	-5%
COc1cc(/C=N/n2c(-c3ccc4c(c3)NC(=O)CO4)csc2=Nc2cccc(C)c2)ccc1O	-4%	?	-7%	-3%	-54%	-2.9	3	-10	-5%
O=C(OCC(=O)N1CCc2ccccc2C1)c1cccnc1Cl	-6%	-7%	2%	-1%	-27%	-0.3	-4	4	4%
COc1cc(OC)c(NC(=O)C2=C(C)C(=O)OC23CCCCC3)cc1Cl	3%	-19%	/	/	-5%	0.8	-10	/	/
COc1ccc(C2CC(=O)Nc3c2c(=O)[nH]c2nc4ccccc4n32)cc1OC (centres undefined)	-1%	-17%&8%	1%	4%	5%	-0.2	6&-8	/	-1%
CC(Sc1nnc(CC(=O)Nc2ccccc2F)n1C)C(=O)Nc1nccs1 (centres undefined)	-8%	0%	-22%	-1%	20%	-0.5	2	10	-2%

A different layout for 2 compounds above:
Value order: ERG Ets-DNA blk | 12-LOX inh | Vif-A3F inh | Vif-A3G inh | RGS4 inhibitor | D2 ag | LDHA block | D2 antagonist | GRP78 ERSR act
> CCOC(=O)c1ccc(NS(=O)(=O)c2cn(C)c(C)n2)cc1
→ 4% | -14% | 5% | -1% | -4% | 0.8 | -6 | / | -3%
> COc1ccc(CC2(c3ccccc3)NC(=O)NC2=O)cc1 (centres undefined)
→ -4% | 2% | -22% | -10% | 2% | / | -10 | / | -3%

Part of the list above, showing only ERG Ets-DNA blk, GRP78 ERSR act and LDHA block:
structure | ERG Ets-DNA blk | GRP78 ERSR act | LDHA block
CCC(=O)N1c2ccccc2CC1C(=O)NCCN1CCN(c2cccc(Cl)c2)CC1 (centres undefined) | -2% | -3% | -5
CCOC(=O)c1ccc(NS(=O)(=O)c2cn(C)c(C)n2)cc1 | 4% | -3% | -6
COc1ccc(CC2(c3ccccc3)NC(=O)NC2=O)cc1 (centres undefined) | -4% | -3% | -10

Next section.
mol	ERG Ets-DNA blk	12-LOX inh	Vif-A3F inh	Vif-A3G inh	RGS4 inhibitor	D2 ag	LDHA block	D2 antagonist	GRP78 ERSR act
CCOC(=O)N1CCC(NC(=O)C2CCC(Cn3c(=O)[nH]c4ccccc4c3=O)CC2)CC1 (centres undefined)	-1%	-19%	-3%	0%	-4%	/	-2	/	-4%
CCOC(=O)N1CCN(C(=O)CN(c2cccc(C)c2)S(=O)(=O)c2ccc(C)cc2)CC1	2%	-14%	-14%	2%	-17%	-0.7	2	-24	-3%
COc1ccc(S(=O)(=O)N2CCN(CC(=O)Nc3c(C)n[nH]c3C)CC2)cc1OC	13%	0.56µM*	9%	-4%	-2%	/	-36*	/	-4%
COc1ccc2oc(=O)c(C(C)=O)cc2c1	/	0%	1%	-7%	-6%	-0.7	1	6	-3%
Cc1ccc(C(=O)Nn2cnc3ccccc3c2=O)cc1C	12%	0%	0%	1%	0%	0.6	-2	-18	7%
COc1ccc(C(=O)N(C)C(C)c2ccon2)cc1OC1CCN(C(C)C)CC1 (centres undefined)	11%	159%[activator]	8%	2%	-13%	0.5	-6	8	-1%
Cc1cccc(OCC(=O)Nc2ccc3oc(=O)ccc3c2)c1	2%	13%&11%	-4%	5%	-11%	-0.5	-10&4	-10	2%
CCCC1=NN(C(=O)C(=O)Nc2ccc(Br)cc2)C(O)(C(F)(F)F)C1 (centres undefined)	-8%	?	-14%	1%	8%	-0.1	-2	17	1%
COc1ccc(Cl)cc1C1CC(=O)Nc2cc3c(cc21)OCCO3 (centres undefined)	-6%	-25%	-10%	?	6%	0.0	0	/	-4%
Cc1cc(-c2nnc(SCC(=O)Nc3nc(-c4ccc(Cl)cc4)cs3)o2)no1	-2%	?	2%	1%	-7%[11.4 µM]	0.0	-7	0	0%
O=c1c2c(-c3ccc(Cl)cc3)ccnc2[nH]n1-c1ccccc1	?	0%	-7%	3%	26%	-0.5	-5	/	-3%
CCCCNC(=S)N/N=C/C1=CCC2CC1C2(C)C (centres undefined)	-5%	?	?	-17%	-15%	0.5	2	-16	-4%
CCCSc1nc(-c2ccccc2)[nH]c1S(=O)(=O)c1ccc(C)cc1	-4%	?	5%	1%	-49%	/	-2	/	-4%
COCCN=C1NC(=O)C(CC(=O)Nc2cccc(Cl)c2C)S1 (centres undefined)	5%	-2%	5%	0%	24%	3.7	-12	10	0%
CCOC(=O)Cc1cc(=O)[nH]c(=O)[nH]1	-10%	2%	7%	3%	-19%	0.8	-5	-2	-1%
CC1(C(=O)NS(=O)(=O)C2CC2)CCCN(C(=O)c2cccc(C(F)(F)F)c2)C1 (centres undefined)	/	-5%	/	-6%	/	/	-1	/	1%
COc1ccc(CCNC(=O)Cn2c(=O)c3cccn3c3cccnc32)c(OC)c1OC	-1%	15%	-3%	0%	-11%	-1.7	1	3	1%
CCOC(=O)C1=C(O)CSC1=Nc1cccc(Cl)c1	0%	-2%	-6%	-4%	-26%	-0.9	-6	-7	-4%
CC1=C(C(=O)OCCBr)C(c2cccc3ccccc23)NC(=O)N1 (centres undefined)	-5%	?	-11%	1%	2%	0.4	-4	-13	-6%
Cc1ccc(C(O)CN2C3=NCCCN3c3ccccc32)cc1 (centres undefined)	/	-22%	-7%	-1%	-7%	-0.4	-11	-13	-2%
CC1(C(=O)NS(=O)(=O)C2CC2)CCCN(C(=O)COc2ccc(Cl)cc2Cl)C1 (centres undefined)	/	3%	/	0%	/	/	-8	/	-1%
O=C(c1ccco1)N1CCN(CC(O)COc2ccc3oc4ccccc4c3c2)CC1 (centres undefined)	/	-29%	6%	2%	-8%	50*	2	40*	0%
O=C(c1ccccc1Cl)N1CCCCC1CCN1CCCCC1 (centres undefined)	1%	-29%	0%	3%	23%	-0.7	-9	/	-1%

Bioassay records from PubChem BioAssay.

Not all compounds are listed; rates above refer to the full screens.
